SK-BR-3 tox 24h = SK-BR-3 proliferation inhibitors. SK-BR-3 viability, CellTiter-Glo ATP luminescence, 24 h; stronger effect = lower value. 41,000 tested, 0.47% active. viability, % at 10 µM;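 active = viability at or below the median of all test compounds minus 3 SD, in both replicates if run twice, cut at about 45% in these data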;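 note: 100% = median untreated cell wells and 0% = median positive control drug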
* = called active by the depositor.

What do the screens show for `COC(=O)CCC(=O)Nc1cccc2c(NC(=O)CCC(=O)OC)cccc12`?
SK-BR-3 tox 24h: 97

What do the screens show for `Cc1cc(C)n(S(=O)(=O)c2cc(C)c(C)cc2C)n1`?
SK-BR-3 tox 24h: 93

How did CCOC(=O)C1=C(C)N=C2SC(C)C(=O)N2C1/C=C/c1ccccc1OC (stereo not drawn) do in these assays?
SK-BR-3 tox 24h: 79

How did Nc1cc(Cl)ccc1N1CCOCC1 do in these assays?
SK-BR-3 tox 24h: 88

What do the screens show for `Cn1c(=O)c2c3c(sc2n2c(SCC(=O)c4ccccc4)nnc12)COC(C)(C)C3`?
SK-BR-3 tox 24h: 102

Results for CCNC(=O)C(C)Sc1ccc(Cl)cc1 (stereo not drawn) ?
SK-BR-3 tox 24h: 113

Results for COC(=O)C1=C(C(=O)c2ccccc2)C(c2ccc(OC)c(OC)c2)Nc2nnnn21 (stereo not drawn) ?
SK-BR-3 tox 24h: 89

How did c1ccc2nc3[nH]cnc3nc2c1 do in these assays?
SK-BR-3 tox 24h: 112

How did Cc1nn(-c2ccccc2)c(Cl)c1C1C(C#N)=C(N)OC2=C1C(=O)CCC2 (stereo not drawn) do in these assays?
SK-BR-3 tox 24h: 101

How did CCOC(=O)Nc1ccc(S(=O)(=O)N2CCOCC2)cc1 do in these assays?
SK-BR-3 tox 24h: 90

Results for CSc1ccc2[nH]c(=O)cc(C)c2c1 ?
SK-BR-3 tox 24h: 115

How did Cc1nc2oc3c(NCc4ccccn4)ncnc3c2c2c1COC(C)(C)C2 do in these assays?
SK-BR-3 tox 24h: 83

What do the screens show for `CCOC(=O)N1CCN(C(=O)CN(C)S(=O)(=O)c2ccc(OC)c(OC)c2)CC1`?
SK-BR-3 tox 24h: 77

How did CCOc1ccc2[nH]c(=O)c(CN(CCN3CCOCC3)Cc3nnnn3C(C)(C)CC)cc2c1 do in these assays?
SK-BR-3 tox 24h: 85

How did CCOc1ccc(N(CC)S(=O)(=O)c2ccc3c(c2)oc(=O)n3C)cc1 do in these assays?
SK-BR-3 tox 24h: 96

Results for COC(=O)C(NC(=O)C(NC(=O)c1ccccc1)C(C)C)C(C)C (stereo not drawn) ?
SK-BR-3 tox 24h: 91

How did COC(=O)c1cc(Br)c(=O)n(CCN2CCCCC2)c1 do in these assays?
SK-BR-3 tox 24h: 103

Results for CCN(CC)C(=O)CN(c1ccc(F)c(Cl)c1)S(C)(=O)=O ?
SK-BR-3 tox 24h: 105

Results for COc1ccc(CCCc2nnc(SCC(=O)Nc3nccs3)n2C)cc1C ?
SK-BR-3 tox 24h: 101

What do the screens show for `CCN(CC)c1cc(Oc2ccccc2)ncn1`?
SK-BR-3 tox 24h: 98

Results for C=CCn1c(SCC(=O)Nc2ccc3c(c2)CCC3)nnc1-c1cccs1 ?
SK-BR-3 tox 24h: 83

How did O=C(NCCc1ccccc1)c1nc2c(nnn2Cc2ccccc2Cl)c(=O)[nH]1 do in these assays?
SK-BR-3 tox 24h: 96

Results for NS(=O)(=O)c1ccc(S(=O)(=O)N(Cc2ccccc2F)CC2CCCO2)cc1 (stereo not drawn) ?
SK-BR-3 tox 24h: 102

Results for COC(=O)C1=C(C)NC2=C(C(=O)CCC2)C1c1cccc(C)n1 (stereo not drawn) ?
SK-BR-3 tox 24h: 100

How did C[C@H](C(=O)C=[N+]=[N-])N1C(=O)c2ccccc2C1=O do in these assays?
SK-BR-3 tox 24h: 92

How did Cc1ccc(N(CC(=O)Nc2ccc(C)cn2)S(=O)(=O)c2c(C)nn(C)c2C)cc1 do in these assays?
SK-BR-3 tox 24h: 73

What do the screens show for `Cc1c(NC(=O)CN2C(=O)c3ccccc3S2(=O)=O)c(=O)n(-c2ccccc2)n1C`?
SK-BR-3 tox 24h: 90

How did NC(=O)c1ccccc1NS(=O)(=O)c1cccs1 do in these assays?
SK-BR-3 tox 24h: 87

How did COC(=O)c1ccc(CSc2nc3c(c(=O)n2-c2ccc(F)cc2)SCC3)o1 do in these assays?
SK-BR-3 tox 24h: 99

How did COc1ccc(N(CC(=O)Nc2cccc(SC)c2)S(C)(=O)=O)cc1Cl do in these assays?
SK-BR-3 tox 24h: 58

Results for C=CCOc1ccc(Cl)cc1C(=O)O ?
SK-BR-3 tox 24h: 77

What do the screens show for `COCCCN1C(=O)C(=O)/C(=C(/O)c2ccc(OC(C)C)cc2)C1c1cccnc1` (stereo not drawn)?
SK-BR-3 tox 24h: 101

Results for O=C(NCc1ccco1)c1ccc2c(=O)n(CC3CCCO3)c(=S)[nH]c2c1 (stereo not drawn) ?
SK-BR-3 tox 24h: 87

How did Cc1nc2ccccc2c(=O)n1NC(=O)Nc1ccccc1 do in these assays?
SK-BR-3 tox 24h: 85

How did COc1ccc(C(=O)CN2C3=NCCCN3c3ccccc32)cc1OC do in these assays?
SK-BR-3 tox 24h: 85

How did CCOc1cc(C)c(Cl)cc1S(=O)(=O)N(CC)CC do in these assays?
SK-BR-3 tox 24h: 69

Results for Cc1ccccc1CSc1nnc(C)n1N ?
SK-BR-3 tox 24h: 93

How did CCN1CCN(Cc2ccc(NC(=O)Nc3ccc(SC)cc3)cc2)CC1 do in these assays?
SK-BR-3 tox 24h: 94

What do the screens show for `CC1CCN(S(=O)(=O)c2ccc(NC(=O)CSc3ncccc3C(=O)O)cc2)CC1`?
SK-BR-3 tox 24h: 94

What do the screens show for `O=c1c2ccccc2nc2n1CCCCC2`?
SK-BR-3 tox 24h: 115

What do the screens show for `COc1ccc(CCNc2nc(N3CCOCC3)nc(N3CCOCC3)n2)cc1OC`?
SK-BR-3 tox 24h: 123

Results for CCCCOc1ccc(CSc2ncn[nH]2)cc1 ?
SK-BR-3 tox 24h: 104

Results for CCCc1[nH]nc2c1C(c1ccc(Br)s1)C(C#N)=C(N)O2 (stereo not drawn) ?
SK-BR-3 tox 24h: 80

What do the screens show for `COCCn1nnnc1C(c1ccc(O)c(OC)c1)N1CCc2ccccc2C1` (stereo not drawn)?
SK-BR-3 tox 24h: 99

Results for Cc1ccc2c(c1)nnn2C1CCN(S(C)(=O)=O)CC1 ?
SK-BR-3 tox 24h: 102

How did CC(CC1C(C#N)=C(N)OC2=C1C(=O)CCC2)c1ccccc1 (stereo not drawn) do in these assays?
SK-BR-3 tox 24h: 92

What do the screens show for `CCOc1ccc(C(=O)N2CCCC2C(=O)O)cc1` (stereo not drawn)?
SK-BR-3 tox 24h: 113

What do the screens show for `COC(=O)c1cc(OC)c(OC)cc1NC(=O)c1ccc(Br)o1`?
SK-BR-3 tox 24h: 92

Results for COC(=O)C(C)Oc1ccc2c3c(c(=O)oc2c1)CCCCC3 (stereo not drawn) ?
SK-BR-3 tox 24h: 90

How did Cc1nc(C(C)(C)O)n(-c2ccccc2)n1 do in these assays?
SK-BR-3 tox 24h: 77

How did COc1ccccc1NS(=O)(=O)c1ccc(Cl)cc1 do in these assays?
SK-BR-3 tox 24h: 83

How did COc1ccc(Cn2c(N)c(C#N)c3nc4ccccc4nc32)cc1OC do in these assays?
SK-BR-3 tox 24h: 134

Results for O=C(OCCN=C1NS(=O)(=O)c2ccccc21)c1cccnc1 ?
SK-BR-3 tox 24h: 92

Results for CCC(=O)NCCCOc1ccccc1 ?
SK-BR-3 tox 24h: 78

How did CCC(C(=O)Nc1cc(C)nn1-c1nc(C)cc(C)n1)c1ccccc1 (stereo not drawn) do in these assays?
SK-BR-3 tox 24h: 60

Results for CC(=O)C1C(c2cccc(Oc3ccccc3)c2)NC(=O)NC1(O)C(F)(F)F (stereo not drawn) ?
SK-BR-3 tox 24h: 114

Results for O=C(Cn1nnc(-c2ccccc2NC(=O)C2CC2)n1)NC1CCCCC1 ?
SK-BR-3 tox 24h: 93

Results for Nc1nc2ccc(OC(F)(F)F)cc2s1 ?
SK-BR-3 tox 24h: 93

What do the screens show for `O=C(Nc1cccc(F)c1)NC1CC2CCCC(C1)N2C1CC1` (stereo not drawn)?
SK-BR-3 tox 24h: 116

Results for Nc1c(C(=O)N2CCCCC2)sc(=S)n1-c1ccccc1 ?
SK-BR-3 tox 24h: 128

In the list so far, two contain a CF3 group.
Results for CC(=O)C1C(c2cccc(Oc3ccccc3)c2)NC(=O)NC1(O)C(F)(F)F (stereo not drawn) ?
SK-BR-3 tox 24h: 114

Results for Nc1nc2ccc(OC(F)(F)F)cc2s1 ?
SK-BR-3 tox 24h: 93

Structural class, the entries above with a cyano group.
How did Cc1nn(-c2ccccc2)c(Cl)c1C1C(C#N)=C(N)OC2=C1C(=O)CCC2 (stereo not drawn) do in these assays?
SK-BR-3 tox 24h: 101

Results for CCCc1[nH]nc2c1C(c1ccc(Br)s1)C(C#N)=C(N)O2 (stereo not drawn) ?
SK-BR-3 tox 24h: 80

How did CC(CC1C(C#N)=C(N)OC2=C1C(=O)CCC2)c1ccccc1 (stereo not drawn) do in these assays?
SK-BR-3 tox 24h: 92

How did COc1ccc(Cn2c(N)c(C#N)c3nc4ccccc4nc32)cc1OC do in these assays?
SK-BR-3 tox 24h: 134

The listing continues:
Results for COc1ccc(OC)c(NC(=O)C2CCCN(S(=O)(=O)c3cccc4nsnc34)C2)c1 (stereo not drawn) ?
SK-BR-3 tox 24h: 66

Results for Cc1cc2n(c1)CCn1c(C)ccc1-2 ?
SK-BR-3 tox 24h: 99

How did C=CCc1cccc2cc(C(=O)NC)c(=O)oc12 do in these assays?
SK-BR-3 tox 24h: 108

What do the screens show for `CCC1CCCCN1C(=O)C1CC(c2cc(Cl)c(OC)cc2OC)=NO1` (stereo not drawn)?
SK-BR-3 tox 24h: 84

What do the screens show for `O=S(=O)(c1ccccc1C(F)(F)F)N1CCOCC1`?
SK-BR-3 tox 24h: 73

What do the screens show for `Cc1ccc(O)c(NC(=O)COc2cc(C)ccc2C)c1`?
SK-BR-3 tox 24h: 91

How did CCCCN(C)CCCNC(=O)Cn1c(=O)sc2ccccc21 do in these assays?
SK-BR-3 tox 24h: 94

Results for Cc1nn(-c2ccccc2)c2[nH]c(=O)c(CNc3ccc(N4CCOCC4)cc3)cc12 ?
SK-BR-3 tox 24h: 73

How did CCOc1ccc(N2C(=O)CC(Sc3nccc(C)n3)C2=O)cc1 (stereo not drawn) do in these assays?
SK-BR-3 tox 24h: 92

What do the screens show for `Cn1c(=O)c2c(nc(NCc3ccc4c(c3)OCO4)n2Cc2ccccc2Cl)n(C)c1=O`?
SK-BR-3 tox 24h: 108

What do the screens show for `C=CCNc1nc(-c2sc(NC(C)=O)nc2C)cs1`?
SK-BR-3 tox 24h: 61

Results for Cc1cccc(OCCn2c(NC(=O)c3ccco3)nc3ccccc32)c1 ?
SK-BR-3 tox 24h: 82

Results for O=C(C1CC1)N1CCc2cc(Br)cc(S(=O)(=O)NCCCN3CCCC3)c21 ?
SK-BR-3 tox 24h: 76

How did COCCN1Cc2c(sc(C)c2C)N(C(=O)c2ccccc2)C1 do in these assays?
SK-BR-3 tox 24h: 79

Results for Cc1cc(=O)[nH]c(=S)n1-c1ccccc1 ?
SK-BR-3 tox 24h: 81

What do the screens show for `COC(=O)C(NC(=O)c1ccccc1)(Nc1nc(C)cs1)C(F)(F)F` (stereo not drawn)?
SK-BR-3 tox 24h: 85

Results for NC(=O)C1CCN(C(=O)CSc2ccccn2)CC1 ?
SK-BR-3 tox 24h: 101

What do the screens show for `COc1ccc(OC)c(S(=O)(=O)N(C)CC(=O)O)c1`?
SK-BR-3 tox 24h: 92

How did Cc1ccccc1Cn1ccc(NC(=O)CCSc2nc(-c3ccco3)cc(C(F)(F)F)n2)n1 do in these assays?
SK-BR-3 tox 24h: 104

How did O=C(Cn1c(=O)n(Cc2ccco2)c(=O)c2cc(Cl)ccc21)NCC1CCCO1 (stereo not drawn) do in these assays?
SK-BR-3 tox 24h: 82

A draw from above in order of formula weight, largest number first:
Results for O=C(C1CC1)N1CCc2cc(Br)cc(S(=O)(=O)NCCCN3CCCC3)c21 ?
SK-BR-3 tox 24h: 76

Results for Cc1nn(-c2ccccc2)c2[nH]c(=O)c(CNc3ccc(N4CCOCC4)cc3)cc12 ?
SK-BR-3 tox 24h: 73

What do the screens show for `Cc1ccc(O)c(NC(=O)COc2cc(C)ccc2C)c1`?
SK-BR-3 tox 24h: 91

The list goes on.
Results for O=C(Nc1ccc(-c2nc3ccccc3o2)c(O)c1)c1cc(-n2cnnc2)ccc1Cl ?
SK-BR-3 tox 24h: 95

Results for CC(C)(C#N)C(C)(C)c1nn[nH]n1 ?
SK-BR-3 tox 24h: 104

What do the screens show for `N#CC1=C(N)Oc2cc(N)ccc2C1C1CCCCC1` (stereo not drawn)?
SK-BR-3 tox 24h: 91

Results for COc1cc(-c2nc(-c3ccc(C)nc3OC)no2)cc(OC)c1OC ?
SK-BR-3 tox 24h: 121

Results for CN(C)CCCN1c2ccccc2Sc2ccc(C(F)(F)F)cc21 ?
SK-BR-3 tox 24h: 105

What do the screens show for `C=CCn1c(SCC(=O)NC2CCCCC2)nnc1-c1sc(N)nc1C`?
SK-BR-3 tox 24h: 126

What do the screens show for `Cc1ccc(C)c(NC(=O)CSc2n[nH]c(-c3ccncc3)n2)c1`?
SK-BR-3 tox 24h: 94

Results for CC1(C)CC(=O)C(C=NC(CCC(N)=O)C(=O)O)=C(O)C1 (stereo not drawn) ?
SK-BR-3 tox 24h: 97

How did Cc1cc(NC(=O)CCC(=O)N(CCc2ccccc2)C(C(=O)NC2CCCC2)c2ccco2)no1 (stereo not drawn) do in these assays?
SK-BR-3 tox 24h: 82

What do the screens show for `CC(C)(O)/C=C1/Oc2ccccc2C1N1CCCCC1` (stereo not drawn)?
SK-BR-3 tox 24h: 75

How did CCc1ccc(NC(=O)CSC2=C(C#N)C(c3ccc4c(c3)OCO4)CC(=O)N2)cc1 (stereo not drawn) do in these assays?
SK-BR-3 tox 24h: 76

Results for C/C=C/CSc1nc2c(c(=O)[nH]c(=O)n2C)n1CCC ?
SK-BR-3 tox 24h: 109

Results for Cc1cc(C)c(C#N)c(N2CCCC2)n1 ?
SK-BR-3 tox 24h: 99

Results for C=CCOC(=O)COc1ccc2c(C)c(C)c(=O)oc2c1 ?
SK-BR-3 tox 24h: 119

Results for O=C(Nc1ccc2c(c1)OCO2)C1CC(c2ccccc2Cl)=NO1 (stereo not drawn) ?
SK-BR-3 tox 24h: 84

What do the screens show for `CCOC(=O)Cc1nnc(NC(=O)c2ncn[nH]2)s1`?
SK-BR-3 tox 24h: 97

Results for CCc1c(O)nc(SCC(N)=O)n(-c2ccccc2F)c1=O ?
SK-BR-3 tox 24h: 99

What do the screens show for `N=c1c(C(=O)NCc2ccccc2)cc2c(=O)n3ccccc3nc2n1Cc1ccco1`?
SK-BR-3 tox 24h: 67

From PubChem

The list is partial (hit frequency here may not be typical).
